# Bioassay records as filed in PubChem.
# HEK293 NOD2/NF-kB = inhibition of NOD2-driven NF-kB reporter – cell-based, luminescence, uHTS, HEK293 (AID 1566). HEK293 NOD2/NF-kB luciferase reporter, luminescence; higher % means a stronger effect. inhibition, % at 4 µM, or EC50 in µM where a hit was titrated. hit rate 0.63% among 290,000; in the data active = inhibition above about 50%; also: many of its hits are not listed in these tables
# Lipid droplet = modulators of hepatic lipid droplet formation; AML12 mouse hepatocytes, oleate lipid droplets, BODIPY imaging; inhibition, % at 6.5 µM; hit rate 0.4% among 240,000; AID 1656;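 active = lipid droplet intensity inhibited by at least 50%, with more than 500 cells counted; inconclusive = wells with under 300 cells, treated as cytotoxic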
#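 Material – mouse AML12 hepatocyte cell line, fixed after treatment · Compound dosing – one dose, 6.5 µM compound · Times – compound with oleate, overnight · Measured by – Image-based BODIPY and DAPI two-channel analysis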
# bCat nuc transl = beta-catenin nuclear translocation modulation | nuclear translocation activity, % at 5 µM | AID 1665 | hit rate 0.3% among 190,000 | HeLa beta-catenin nuclear translocation, immunofluorescence imaging;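 active = nuclear translocation activity above 50% at 5 µM, with a well cell count of 50 or more; inconclusive = wells under 50 cells across six images, flagged as toxic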;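 also: per-cell ratio of nuclear to cytoplasmic median beta-catenin stain intensity; plate controls were DMSO negative control for no effect and GSK-3 inhibitor IX positive control for full effect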
#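 Read-out: Nuclear/cytoplasmic beta-catenin signal ratio, % activation | Assay system: Human HeLa cell line | Times: 24 h compound exposure at 37°C, 5% CO2 | Signal: Fluorescence imaging of beta-catenin antibody stain plus DAPI | Dosing: 5 µM primary, 0.02–20 µM confirmation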
# Yfh1-depleted yeast = mitochondrial function rescue without frataxin homolog – Friedreich's ataxia, plus single-dose screen, dose response (AID 1465) | S. cerevisiae Yfh1-off respiration, WST-1 reduction, 72 h; higher fold induction means a stronger effect | fold induction at 50 µM; hits with a dose series show EC50 in µM | hit rate 0.074% among 220,000;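 active = fold induction of absorbance versus untreated yeast above a set limit, then at least 30% activation at any dose in follow-up; inconclusive = repeats straddling the limit, or above it without dose testing; inactive = fold induction below the set limit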;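 also: activators that raise dye reduction in frataxin-depleted yeast; strong numbers were not always called active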
# Autophagy HCS = modulators of autophagy. MEF GFP-LC3 puncta imaging; test concentration mostly 10 µM. calls only at 10 µM (by protocol). hit rate 0.98% among 190,000. AID 463193;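 active = percentage of spot-positive cells more than 3 SD above its plate mean, without a fluorescence outlier flag or 80% toxicity; inconclusive = no clear call, values can overlap the other calls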;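 also: spot-positive cell cutoff set from DMSO-treated cells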
# WT yeast gro inh = growth inhibition of WT yeast, mitochondrial fusion screen | mitochondrial fusion phenotypic screen, WT strain | inhibition, % at 10 µM | hit rate 2.1% among 190,000; in the data active = inhibition above about 58%; tested in S. cerevisiae
# Dynein transport = dynein cargo transport inhibition; z-score, hits read low; AID 1381; 3617.4 mouse cells, GR-EGFP nuclear translocation imaging; test concentration mostly 20 µM; stimulated with dexamethasone, 1 µM; active compounds read low; hit rate 0.47% among 220,000;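 active = plate z-score of nuclear minus cytoplasmic receptor signal below a set negative limit, without overly bright fluorescence or cell loss, cut at about -3.5 in these data, passing the limit was not always enough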;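 also: z-score of nuclear minus cytoplasmic ring GR-EGFP intensity difference per well; some compounds called inactive have numbers as strong as hits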
#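 Also added: dexamethasone, 1.0 µM final. Medium: tet-free, stripped-serum medium. Detection: fixed, Hoechst-stained cells imaged at 10x for EGFP. Read-out: nuclear-to-cytoplasmic GR-EGFP distribution per well. Times: induction 48 h, compound 1 h, agonist 30 min.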
# MT stabilizer = microtubule stabilization, imaging screen | HeLa tubulin immunostaining HCS, 24 h; share of cells brighter than vehicle mean+2SD | % tubulin-high responders, % at 10 µM | hit rate 0.83% among 200,000 | AID 2205;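 active = plate Z-score above 3 for both tubulin-high and condensed-nucleus cell shares, with cell loss under 80%, at 10 µM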;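 also: anti alpha tubulin signal scored within the nucleus-defined area of each cell; some results filed as inactive read as strong as hits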
# Ins promoter up = MIN6 insulin promoter up-regulation. MIN6 insulin promoter-GFP reporter, high-content imaging; active compounds read high. z-score at 5 µM. hit rate 0.3% among 190,000;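 active = z-score above 3 at 5 µM with at least 500 cells counted in the well; inconclusive = wells under 500 cells, flagged as cytotoxic or low count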
# WT yeast gro inh mutant strain = also measured in WT yeast gro inh; calls as there; inhibition, %; mitochondrial fusion phenotypic screen, mutant strain inhibition
# Dynein transport cytoplasmic EGFP = also measured in Dynein transport; calls as there; z-score; measured here: cytoplasmic GR-EGFP intensity; active compounds read high
# Dynein transport nuclear GR-EGFP = also measured in Dynein transport; calls as there; z-score; measured here: nuclear GR-EGFP intensity;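 lower value marks the stronger effect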
# Dynein transport cell count = recorded beside Dynein transport, whose call it bears; z-score; measured here: cell count per field
# Ins promoter up cell count = second read-out of Ins promoter up, no call of its own (marks repeat the call); cell count; measured here: cytotoxicity, nuclei count;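 total cells summed across four imaged fields per well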
# Lipid droplet cells 6.5 µM = second read-out of Lipid droplet, no call of its own (marks repeat the call); cell count; measured here: cell count, cytotoxicity flag;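 cells counted across two imaged fields per well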
# bCat nuc transl cell count 5 µM = recorded beside bCat nuc transl, whose call it bears; cell count; measured here: cell count, cytotoxicity flag
# MT stabilizer Hoechst-high % = also measured in MT stabilizer; calls as there; % Hoechst-high responders; measured here: nuclear condensation Hoechst responders;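 share of cells brighter than vehicle mean plus two SD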
# MT stabilizer cytotoxicity % = recorded beside MT stabilizer, whose call it bears; toxicity, %; measured here: cytotoxicity by cell density;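 0% = mean cell density of plate MIN control wells and 100% = no cells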
# Autophagy HCS cell loss 18 h = second read-out of Autophagy HCS, no call of its own (marks repeat the call); toxicity, %; measured here: cell loss, nuclei count;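 cell loss after 18 h compound exposure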
# An asterisk follows results filed as active; i = inactive; ? = inconclusive; · = no result given. This is a subset; the hit share may differ from the screen's.
SMILES,HEK293 NOD2/NF-kB,Lipid droplet,Lipid droplet cells 6.5 µM,bCat nuc transl,bCat nuc transl cell count 5 µM,Yfh1-depleted yeast,Autophagy HCS,Autophagy HCS cell loss 18 h,WT yeast gro inh,WT yeast gro inh mutant strain,Dynein transport,Dynein transport cytoplasmic EGFP,Dynein transport nuclear GR-EGFP,Dynein transport cell count,MT stabilizer,MT stabilizer Hoechst-high %,MT stabilizer cytotoxicity %,Ins promoter up,Ins promoter up cell count
CCOc1cc(C(=O)N/N=C/C(Br)=C/c2ccccc2)cc(OCC)c1OCC,2%,?,·,·,·,i,i,46,-33,-3,0.12,-0.23,-0.035,-0.19,9.1*,54*,44*,-0.19,667
Cc1ccc(C(=O)N(c2ccccn2)C(C)c2ccco2)cc1 (stereo not drawn),-3%,·,·,-12,1066,i,i,13,-9,-4,-0.39,-0.23,-0.038,0.83,2.0,2.3,13,-0.32,1216
Cc1nc(NC(=O)c2csc3ccccc23)sc1C,-174%,·,·,-3.3,1117,i,i,12,13,4,1.4,-0.16,0.86,-0.41,3.4,5.8,20,0.45,1119
Nc1ccc(-c2ccc(N)c([N+](=O)[O-])c2)cc1[N+](=O)[O-],10%,19,670,1.3,938,i,i,2,2,-5,0.43,-0.16,0.38,-0.39,3.9,1.7,2.0,0.55,902
CCN(CC(O)CON=C1c2ccccc2-c2ccccc21)S(=O)(=O)c1ccc(Cl)cc1 (stereo not drawn),8%,-9,678,3.4,1076,i,i,-14,7,-5,-0.69,-0.25,-0.34,1.2,3.0,2.9,19,-0.5,1483
CCC(C)C(NC(=O)c1ccc(Cl)cc1)C(=O)O (stereo not drawn),13%,1,774,-3.0,1149,i,i,-8,1,-108,-1.3,-0.19,-0.24,0.41,1.7,2.4,7.2,0.79,1173
CC(/C=C/c1cccc([N+](=O)[O-])c1)=N/NC(=O)c1cccnc1,-8%,-4,576,-1.8,1046,i,i,3,-8,6,-0.7,-0.12,-0.089,-1,3.3,2.8,7.5,0.05,1303
Cc1ccc(NC(=O)Cc2nn(C)c(=O)c3ccccc23)cc1F,33%,·,·,-1.8,1403,i,i,8,11,10,0.19,-0.16,0.42,0.35,1.1,1.7,7.7,?,·
Cc1ccc(S(=O)(=O)N(Cc2cc3ccccc3[nH]c2=O)c2cccc(C)c2)cc1,-20%,3,716,0.3,1148,i,·,·,·,·,-0.31,-0.17,-0.53,0.012,·,·,·,-0.22,1250
CCOC(=O)c1nn(-c2ccccc2F)c(C)c1C(C)=O,20%,·,·,·,·,i,i,-25,-12,-11,0.68,-0.18,0.47,-1.6,2.3,1.2,7.7,·,·
CCN(CC(=O)Nc1ccc2c(c1)OCCO2)C(=O)/C=C/c1ccccc1,-1%,4,749,-0.4,1051,i,i,-1,-3,0,1.2,-0.24,0.77,-0.84,2.8,2.6,9.3,·,·
Cc1cc(N)n(-c2ccc(Cl)cc2)n1,9%,1,657,0.8,1068,i,i,8,7,5,-0.66,-0.25,-0.13,0.41,2.2,1.4,5.7,-0.28,1558
COc1ccc(-n2nc(C(=O)NCC(=O)NCC3COc4ccccc4O3)c3ccccc3c2=O)c(OC)c1 (stereo not drawn),18%,-13,683,-3.5,1129,i,i,10,-3,6,-0.66,-0.35,0.0079,0.96,3.9,1.7,8.1,-0.79,1186
N#C/C(=C\N1CCOCC1)S(=O)(=O)c1ccc(Cl)cc1,23%,14,725,-1.1,1344,i,·,·,·,·,-0.16,-0.16,0.85,-0.46,·,·,·,-0.15,930
COc1ccc(CC(=O)NCc2n[nH]c(=S)n2-c2cccc(C)c2)cc1,21%,1,703,-0.7,1129,i,i,-4,-7,-23,2.6,-0.043,1.6,-2.1,2.2,2.1,11,0.39,1201
O=C(NC1CCCCC1)c1cc(C2CC2)on1,-23%,-14,705,-0.2,1291,i,·,·,·,·,-0.74,-0.26,-0.06,1.2,·,·,·,-0.14,1028
CCC1CCCCN1C(=O)CSc1nnc(CNC(=O)c2ccco2)o1 (stereo not drawn),12%,21,804,·,·,i,i,-18,7,3,0.52,-0.24,0.39,0.34,2.8,1.0,7.6,-0.95,839
O=C1OCCC1Sc1nnc(-c2ccc(Cl)cc2)n1Cc1ccccc1 (stereo not drawn),9%,20,616,-1.4,1096,i,i,0,-4,0,-0.3,-0.21,-0.41,-0.29,3.0,1.5,3.9,-0.31,1524
c1ccc(Sc2ncnc3c2oc2ccccc23)cc1,-42%,·,·,0.1,1414,i,i,3,41,0,-0.99,-0.24,-1.3,0.86,3.0,2.0,10,-0.08,1571
O=c1[nH]c2cc(Cl)ccc2n(CCNc2ncc(C(F)(F)F)cc2Cl)c1=O,24%,·,·,-0.9,1330,·,i,9,-5,-8,-0.23,-0.2,0.57,-0.086,1.9,1.9,8.2,-0.08,1695
Cc1ccc(NC(=O)C(c2ccccc2)C2CCCC2)cc1 (stereo not drawn),-9%,8,635,0.0,953,i,i,14,21,3,-0.16,-0.058,0.13,0.071,3.1,2.5,8.8,·,·
CCCNc1nc(Nc2ccc(C)cc2)nc(N2CCCC2)n1,10%,13,785,·,·,i,i,4,67,72,0.5,-0.27,0.26,1.5,3.0,3.6,10,·,·
CC1=NN(C(N)=S)C(=O)C1N=Nc1ccccc1 (stereo not drawn),-23%,1,664,0.6,1106,i,i,2,70*,53*,-0.76,-0.34,-0.46,0.63,5.5,1.5,0.4,-1.2,954
Nc1c(Cl)cc(NC(=O)c2ccccc2C(=O)O)cc1Br,-3%,-4,686,1.0,497,i,i,4,-2,-15,2.6,-0.15,1.5,-1.4,2.5,3.7,12,0.08,1268
CCc1ccccc1NC(=S)NC1CC2CCC(C1)N2Cc1ccc(F)cc1 (stereo not drawn),-20%,-14,648,-0.1,1490,i,i,-7,0,-3,0.42,-0.18,0.56,-0.65,2.9,1.7,11,-0.32,1477
COc1ccc(CN2CC(C(=O)NCCCN3CCN(Cc4ccccc4)CC3)CC2=O)cc1 (stereo not drawn),4%,-3,801,-2.8,462,i,i,8,-11,-14,-0.35,-0.25,0.34,0.83,4.3,1.5,9.7,0.7,1406
CCCn1nc(C(=O)N2CC(=O)Nc3ccccc32)c2ccccc2c1=O,·,·,·,·,·,i,i,12,-22,-15,-0.12,-0.25,0.11,0.26,3.1,1.9,4.1,·,·
Cc1cc(C)cc(OCc2nnc(SCC(=O)OC3CCCCC3)o2)c1,1%,·,·,-0.8,883,i,i,-5,19,19,-0.076,-0.13,-0.0023,0.32,1.9,2.6,6.2,·,·
COC(=O)Cc1ccc(N(Cc2ccccc2F)S(=O)(=O)c2ccc(Cl)cc2)cc1,12%,·,·,-1.5,605,i,i,4,69*,31*,-0.012,-0.31,0.6,0.26,2.4,0.7,7.5,-0.78,1233
CCCC(=O)c1ccc(N2CCCCC2)c(F)c1,-11%,20,700,0.5,1610,i,i,4,-4,0,-0.76,-0.24,-0.19,0.75,6.7,1.5,7.9,0.04,1472
O=C(CCn1c(=O)oc2ccccc21)NCCN1CCc2ccccc2C1,6%,-22,680,·,·,i,i,1,-5,10,-0.48,-0.11,0.054,-0.18,2.2,2.7,10,0.07,1130
S=C1NCCc2ccc(Cl)cc2C1c1ccccc1Cl (stereo not drawn),-10%,-2,793,-2.5,1203,?,i,-1,68*,55*,-0.88,-0.26,-0.37,-0.41,2.0,1.2,5.9,-1.1,551
CCc1c(O)nc(SCC(=O)Nc2nc3ccccc3s2)n(C2CCCCC2)c1=O,-20%,-10,682,0.3,1332,i,·,·,·,·,-0.3,-0.28,0.45,-0.024,·,·,·,-0.74,1156
CC(C)(C)C1CCc2onc(C(=O)NC3CCCC3)c2C1 (stereo not drawn),11%,·,·,0.9,856,i,i,12,5,6,-0.16,-0.37,0.064,-0.62,3.6,1.8,6.4,-1.2,1464
CCOC(=O)Cn1nc(-c2ccccc2)c2ccccc2c1=O,9%,2,775,-1.1,1185,i,i,5,·,·,-0.036,-0.19,0.034,-0.59,1.7,1.0,1.8,-0.56,980
CC1Oc2ccccc2N(CC(=O)NCc2ccccc2)C1=O (stereo not drawn),-60%,0,744,0.2,1100,i,i,-1,1,-9,0.036,-0.35,0.22,0.95,1.9,1.2,8.9,0.47,1423
O=C(Nc1ccccc1C(=O)NC(Cc1ccccc1)C(=O)O)c1ccccc1 (stereo not drawn),11%,1,671,-1.0,1482,i,i,13,15,11,1.6,-0.19,1.3,-0.91,2.8,1.3,11,0.54,1538

# Only HEK293 NOD2/NF-kB and Lipid droplet cells 6.5 µM (2 entries from above):
mol	HEK293 NOD2/NF-kB	Lipid droplet cells 6.5 µM
CC(C)(C)C1CCc2onc(C(=O)NC3CCCC3)c2C1 (stereo not drawn)	11%	·
CCOC(=O)Cn1nc(-c2ccccc2)c2ccccc2c1=O	9%	775
